Screens: PubChem, Southern Research Specialized Biocontainment Screening Center
H1N1 NS1A inhibition = H1N1 influenza NS1A inhibitors, functional cell based assay (AID 504329); 340,000 compounds, 0.3% hits; one-dose inhibition, % at 12.5 µM; IC50 in µM for titrated hits; NS1A functional cell-based assay, percent inhibition; higher % means a stronger effect; in the data active = a potency from the dose series; note: strong numbers were not always called active
M. tuberculosis HTS = M. tuberculosis growth inhibition, HTS (AID 449762); M. tuberculosis H37Rv growth inhibition, 7H9 media; higher % means a stronger effect; inhibition, % at 25 µM; hits with a dose series show IC50 in µM; 330,000 compounds, 0.59% hits; in the data active = a potency from the dose series;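 note: bacterial growth assessed after seven days of incubation; strong numbers were not always called active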
PhoP GFP inhibition = PhoP regulon inhibitors, Salmonella typhi PhoP promoter GFP reporter, confirmatory (AID 1850); Salmonella Typhi PhoP-promoter GFP reporter, fluorescence, 4 h; higher % means a stronger effect; inhibition, % at 50 µM; hits with a dose series show IC50 in µM; 310,000 compounds, 0.33% hits; in the data active = a potency from the dose series;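 note: 0% = induced wells with vehicle and 100% = uninduced wells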
tuberculosis growth = growth inhibition of non-replicating M. tuberculosis (AID 488890). 320,000 compounds, 0.39% hits. inhibition, % at 25 µM; hits with a dose series show IC50 in µM. Mycobacterium tuberculosis non-replicating, growth inhibition; higher % means a stronger effect; in the data active = a potency from the dose series;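 note: plate controls were DMSO cells for no effect and high antibiotic wells for full effect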
inhibitors of VEEV = inhibitors of VEEV TC-83 cytopathic effect, confirmation, Vero cells (AID 588727); Vero cells, VEEV TC-83 cytopathic effect inhibition; higher % means a stronger effect; one-dose inhibition, % at 20 µM; IC50 in µM for titrated hits; 350,000 compounds, 0.13% hits; in the data active = a potency from the dose series; note: strong numbers were not always called active
inhibitors of VEEV 10K pilot screen = further read-out of inhibitors of VEEV, marked with its call; inhibition, %; measured here: 10K pilot screen inhibition
An asterisk follows results filed as active; i = inactive; . = no result given.

SMILES	H1N1 NS1A inhibition	M. tuberculosis HTS	PhoP GFP inhibition	tuberculosis growth	inhibitors of VEEV	others
O=C(COc1coc(CN2CCc3ccccc3C2)cc1=O)Nc1ccc([N+](=O)[O-])cc1	4%	27%	-3%	26%	0.7%
CCCCn1c(SCN2C(=O)c3ccccc3C2=O)nc2cc(S(N)(=O)=O)ccc21	-14%	.	.	.	3.8%
CC1(C)CC(=O)c2cnc(NC(=O)CSc3nc4ccccc4o3)nc2C1	-3%	-1%	0%	-1%	0.3%
CC1CCc2sc(C(=O)NCC3CCCO3)cc2C1 (configuration not stated)	-6%	.	.	.	0.7%
CC(C)(C)c1nc2ccc(NS(=O)(=O)c3ccc(F)c(F)c3F)cc2[nH]1	-8%	4%	3%	5%	0.3%
O=C(c1cc(-c2cccc(O)c2)on1)N1CCN(C(c2ccccc2)c2ccccc2)CC1	8%	-6%	-3%	-27%	21%
Nc1c(C(=O)CSc2nccn2-c2ccc(Cl)cc2)c(=O)[nH]c(=O)n1C1CC1	5%	-3%	.	-10%	0.9%
COC(=O)c1nc(NC(=O)c2cc(OC)c(OC)c(OC)c2)n[nH]1	0%	20%	-21%	3%	1.8%
Cc1cccc(OCc2nnc(SCc3nc4ccccc4c(=O)[nH]3)o2)c1	0%	5%	-10%	-1%	0.1%
CCN1CCN(c2ccc(S(=O)(=O)N3CCCCC3)cc2NC(=O)c2ccc(F)cc2)CC1	-5%	7%	-3%	-4%	1.3%
COC(=O)C1(C)NC(=O)c2ccccc2N1 (configuration not stated)	-2%	0%	-14%	-6%	0.2%
CCCCCCCN1CCC(=O)N([C@H](CO)CC(C)C)CC1	-1%	-2%	7%	9%	0.7%
CC(C)(CNC(=O)c1cccc(F)c1)CNC(=O)c1cccc(F)c1	-14%	-2%	-10%	25%	i
C/C(CC(=O)Nc1ccc(Cl)cc1Cl)=N\NC(=O)c1cnccn1	10%	1%	-15%	73%	0.0%
O=C1CCCN1c1cc(Cl)cc(Cl)c1	1%	3%	-7%	4%	0.4%
CCOc1ccc(C=NNc2ccc(S(=O)(=O)Nc3ccccc3C(=O)O)cc2[N+](=O)[O-])cc1	23%	3%	.	77%	1.8%
c1ccc(-n2nnc3c(N4CCOCC4)ncnc32)cc1	1%	-5%	-12%	1%	i
CCc1ccc(OCC(=O)NC(=S)Nc2ccc(F)cc2)c(Br)c1	-9%	5%	-2%	.	i
O=C(COC(=O)c1ccc[nH]c1=O)NC1CCCC1	4%	1%	-2%	-5%	0.4%
Cc1nn(Cc2ccc(Br)cc2)c(C)c1NC(=O)c1nn(C)cc1Cl	0%	2%	4%	13%	3.8%
CSc1nc(-c2cccs2)c(C#N)c(=O)[nH]1	-2%	3%	-12%	41%	2.5%
CCOCCCNC(=O)Cn1cnc2c(cnn2-c2ccc(OC)cc2)c1=O	1%	-4%	-1%	1%	0.3%
CCCCC1CCC(C(=O)OCC(=O)Nc2ccc(S(N)(=O)=O)cc2)CC1 (configuration not stated)	21%	3%	7%	11%	1.0%
CCOC(=O)[C@H]1[C@H]2COc3ccc(OC)cc3[C@@H]2N2C(=O)c3ccc(C)cc3NC(=O)[C@@]12C	-6%	8%	-7%	11%	0.8%
CC1(OC(=O)CCc2ccccc2)C(=O)C=C2C=C3CCCN3C=C2C1=O (configuration not stated)	11%	-1%	2%	-3%	0.3%

Quoted at random: six compounds from above.
SMILES	H1N1 NS1A inhibition	M. tuberculosis HTS	PhoP GFP inhibition	tuberculosis growth	inhibitors of VEEV	others
Cc1nn(Cc2ccc(Br)cc2)c(C)c1NC(=O)c1nn(C)cc1Cl	0%	2%	4%	13%	3.8%
CCOc1ccc(C=NNc2ccc(S(=O)(=O)Nc3ccccc3C(=O)O)cc2[N+](=O)[O-])cc1	23%	3%	.	77%	1.8%
CCOCCCNC(=O)Cn1cnc2c(cnn2-c2ccc(OC)cc2)c1=O	1%	-4%	-1%	1%	0.3%
CCN1CCN(c2ccc(S(=O)(=O)N3CCCCC3)cc2NC(=O)c2ccc(F)cc2)CC1	-5%	7%	-3%	-4%	1.3%
CC1CCc2sc(C(=O)NCC3CCCO3)cc2C1 (configuration not stated)	-6%	.	.	.	0.7%
CCc1ccc(OCC(=O)NC(=S)Nc2ccc(F)cc2)c(Br)c1	-9%	5%	-2%	.	i

Carrying on:
SMILES	H1N1 NS1A inhibition	M. tuberculosis HTS	PhoP GFP inhibition	tuberculosis growth	inhibitors of VEEV	others
CCN(CC)S(=O)(=O)c1ccc(C(=O)OCC(=O)N2CCOCC2)cc1	4%	1%	6%	-15%	0.7%
COc1ccc(CC(=O)Nc2ccc(F)c(Cl)c2)cc1S(=O)(=O)N1CCOCC1	-5%	0%	.	16%	0.8%
COc1ccccc1CCNC(=O)CSc1nc(-c2ccco2)cc(C(F)(F)F)n1	3%	-8%	-5%	.	1.4%
CCC1(NC(C)=O)CC2CC1CC2NC(C)=O (configuration not stated)	4%	-6%	-11%	5%	1.6%
Cn1c(=O)c2c(nc(CN3CCN(C(=O)c4ccco4)CC3)n2Cc2ccc(Cl)cc2)n(C)c1=O	-6%	-1%	-1%	17%	i
Cc1ccc(C2C=C(c3ccccc3)Nc3ncnn32)cc1 (configuration not stated)	0%	-6%	6%	20%	1.7%
Cc1nnc(N(C)C(=O)Cc2ccc3c(c2)OCO3)s1	6%	0%	3%	-1%	2.3%
O=C(NCc1ccc(Cl)cc1)c1ccc(N2CCCC2=O)cc1	7%	11%	6%	9%	1.0%
Cc1cccc(C)c1N(CC(=O)NCc1ccccc1)C(=O)c1csnn1	-1%	0%	-1%	-8%	1.6%
CCSc1nsc(NC(=O)Nc2cccc(C(C)=O)c2)n1	-7%	7%	2%	80%	1.8%
CCN(CC)c1ccc(/C=N/NC(=O)c2cccc(S(=O)(=O)Nc3ccccc3OC)c2)c(O)c1	-6%	4%	-8%	27%	2.5%
NC(=O)C1CCN(c2ncccc2[N+](=O)[O-])CC1	-6%	-2%	4%	-2%	i
O=C(Cn1c(=S)[nH]c2ccccc2c1=O)N1CCc2ccccc2C1	-3%	0%	-7%	-31%	0.3%
CN(C)c1nc(N)nc(CSc2ncc(Cl)cc2Cl)n1	4%	7%	-7%	16%	2.0%	inhibitors of VEEV 10K pilot screen=4.0
COc1cc(CNCc2ccccc2)ccc1OCC(O)c1ccccc1 (configuration not stated)	-14%	1%	1%	0%	0.5%
COc1ccccc1CNC(=O)CSc1ccc(-c2cccs2)nn1	-2%	-7%	3%	35%	2.5%
O=C1C(=O)N(O)C2CCCCC2N1O (configuration not stated)	0%	6%	8%	-3%	1.5%
Cc1nc2c(-c3ccc(F)cc3)c(C)nn2c(C)c1CCC(=O)Nc1ccccc1F	-4%	-1%	11%	2%	i
Nc1cc(Cl)ccc1C(=O)OCC(=O)N1CCCCCC1	-3%	1%	.	30%	0.6%
CCOC(=O)c1c(C)nc(C)c(C(=O)OCC)c1-c1ccco1	-7%	3%	11%	2%	0.8%
O=C(C1CC1)N1c2ccccc2Sc2ccccc21	-1%	2%	1%	18%	0.7%
COC(=O)c1cc(Cl)c(NC(=O)C(C)C)cc1OC	2%	2%	7%	-8%	0.7%
COc1cccc(CNC(=O)COC(=O)c2cccc(S(=O)(=O)N3CCCC3)c2)c1	-9%	.	.	.	2.2%
Cc1ccc(C(C)C)c(OCc2ccc(-c3nnco3)cc2)c1	-3%	64%	13%	75%	3.4%
COc1ccccc1NC(=S)N1CC(C)OC(C)C1 (configuration not stated)	-2%	-5%	-3%	-7%	i

Of the compounds above, these have a nitro group on carbon.
SMILES	H1N1 NS1A inhibition	M. tuberculosis HTS	PhoP GFP inhibition	tuberculosis growth	inhibitors of VEEV	others
O=C(COc1coc(CN2CCc3ccccc3C2)cc1=O)Nc1ccc([N+](=O)[O-])cc1	4%	27%	-3%	26%	0.7%
CCOc1ccc(C=NNc2ccc(S(=O)(=O)Nc3ccccc3C(=O)O)cc2[N+](=O)[O-])cc1	23%	3%	.	77%	1.8%
NC(=O)C1CCN(c2ncccc2[N+](=O)[O-])CC1	-6%	-2%	4%	-2%	i

(listing goes on)
SMILES	H1N1 NS1A inhibition	M. tuberculosis HTS	PhoP GFP inhibition	tuberculosis growth	inhibitors of VEEV	others
Cc1nc2ccc(Cl)cc2c(-c2ccccc2)c1C(=O)N(C)C	-29%	3%	5%	1%	0.1%
Cc1ccccc1Nc1nnc(SCC(=O)NC2CCCc3ccccc32)s1 (configuration not stated)	-6%	4%	7%	20%	2.3%
CCOC(=O)c1ccc(NC(=O)CSc2nnc(CCc3ccc(C)o3)n2-c2ccccc2)cc1	-5%	1%	4%	37%	i
CCOC(=O)C(C)CC(C)C(=O)N1CCOCCN(C(=O)C(C)CC(C)C(=O)OCC)CCOCC1 (configuration not stated)	10%	-14%	-6%	-11%	1.0%
CCOC(=O)c1c(C)[nH]c(C(=O)N2CCCC(C(=O)c3ccccc3OC)C2)c1C (configuration not stated)	-11%	4%	3%	12%	4.0%
O=C(O)c1cc(-c2ccc(/C=C3\NC(=O)N(c4ccccc4)C3=O)o2)ccc1Cl	16%	10%	5%	25%	1.2%
O=C(CNCCO)Nc1ccc(F)c(Cl)c1	3%	11%	4%	2%	0.1%
Oc1ccc(Cl)cc1C=Nc1ccc2c3c(cccc13)CC2	-1%	-13%	-13%	24%	i	inhibitors of VEEV 10K pilot screen=2.5
O=C1C2C3C=CC(C4CC34)C2C(=O)N1Cc1ccco1 (configuration not stated)	-6%	2%	-8%	16%	1.0%
COc1cc(NC(=O)c2cc3nc(C)cc(C)n3n2)c(OC)cc1Cl	4%	12%	6%	20%	9.6%
CCOc1ccc(N(C(=O)c2cc3ccccc3oc2=O)C2C=CS(=O)(=O)C2)cc1 (configuration not stated)	-4%	4%	13%	2%	0.6%
COc1cc(Cl)c(C)cc1NC(=O)COc1cc(C)nc(C(C)C)n1	2%	-10%	4%	5%	0.2%	inhibitors of VEEV 10K pilot screen=2.9
CCC(C)(C(=O)NC1CCCCC1)N(C(=O)C1CCC(=O)N1)c1ccccc1 (configuration not stated)	-4%	.	-16%	-1%	1.1%
Cc1ccc(F)c([C@H]2C3C=CCC(c4ccccc4)C3C(=O)N2Cc2ccccc2)c1 (some centres not stated)	2%	7%	1%	14%	4.6%
CCN(CC)CCCC(C)N=C(c1ccccc1)c1c(O)n(C)c(=O)n(C)c1=O (configuration not stated)	-6%	2%	4%	-4%	0.1%
Cc1cccc(NC(=O)CCc2c(C)nn(-c3ccc(N4CCOCC4)nn3)c2C)c1	1%	8%	2%	8%	2.4%
Cc1nc2ccccn2c1C(=O)OCC#N	4%	-9%	1%	1%	1.1%
O=C(NCCc1ccccc1)c1cnn2c(C(F)F)cc(C3CC3)nc12	0%	8%	6%	25%	7.9%
O=C(c1cccc(S(=O)(=O)N2CCN(c3ccc(F)cc3)CC2)c1)N1CCCC1	0%	-5%	.	7%	3.0%

3 entries out of the list, sorted by count of non-hydrogen atoms, falling.
SMILES	H1N1 NS1A inhibition	M. tuberculosis HTS	PhoP GFP inhibition	tuberculosis growth	inhibitors of VEEV	others
Cc1cccc(NC(=O)CCc2c(C)nn(-c3ccc(N4CCOCC4)nn3)c2C)c1	1%	8%	2%	8%	2.4%
Cc1nc2ccc(Cl)cc2c(-c2ccccc2)c1C(=O)N(C)C	-29%	3%	5%	1%	0.1%
Cc1nc2ccccn2c1C(=O)OCC#N	4%	-9%	1%	1%	1.1%
